Screening results deposited in PubChem BioAssay by Broad Institute.
Casp6 inh: caspase-6 (human) enzyme inhibition. P55212. purified caspase-6, Z-VEID-R110 cleavage fluorescence. inhibition, % at 12.5 µM. hit rate 0.53% among 350,000. AID 686996;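 active means mean inhibition across replicates at least about 35%, with every replicate also reaching that limit, limit read from the data; inconclusive means only one of the two criteria met; inactive means neither criterion met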;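 further: 0% = median of neutral control wells and 100% = no fluorescence left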
Target sequence (P55212 24-179 limits assumed): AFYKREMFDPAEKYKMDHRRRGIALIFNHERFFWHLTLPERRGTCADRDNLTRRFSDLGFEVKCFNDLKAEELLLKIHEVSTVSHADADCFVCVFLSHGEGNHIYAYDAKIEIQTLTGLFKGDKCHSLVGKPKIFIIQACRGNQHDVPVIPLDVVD
Target sequence (P55212 194-293 limits assumed): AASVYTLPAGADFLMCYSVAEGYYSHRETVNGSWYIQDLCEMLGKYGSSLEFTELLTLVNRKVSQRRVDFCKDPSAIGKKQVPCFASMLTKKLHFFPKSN
S100A4 inh HTS: blocks human S100A4 binding to myosin IIA peptide. hit rate 0.14% among 360,000. P26447. S100A4/TAMRA-MyoIIA peptide fluorescence polarization. inhibition, % at 10.7 µM;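 active means mean inhibition of at least 70% across replicates, with every replicate also reaching that level; inconclusive means mean inhibition reaches 70% but some replicates fall short; inactive means mean inhibition below 70%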
Target sequence (P26447 whole entry, looked up): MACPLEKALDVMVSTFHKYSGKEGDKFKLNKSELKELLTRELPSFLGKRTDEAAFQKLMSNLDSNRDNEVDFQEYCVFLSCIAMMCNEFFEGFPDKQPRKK
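incubation = readout 5 min after mixing, signal stable up to 60 min | system = S100A4 monomer protein | buffer or medium = HEPES pH 7.2 with CaCl2, KCl, NaCl, DTT, Triton | benchmarks = neutral control DMSO, positive control TFP | also added = fluorescent myosin IIA peptide, 5 nM | compound dosing = one concentration per compound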
LGR2 inh: Drosophila LGR2 receptor signaling inhibition; HEK293 LGR2, CRE-luciferase, bursicon-stimulated, 4 h; inhibition, % at 9.99 µM; hit rate 0.35% among 380,000; AID 720647;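 active means drop in luminescence signal, shown as inhibition above about 50% in the replicate tests, limit read from the data, passing the limit was not always enough; inconclusive means probably only some replicates passing the limit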;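 further: agonist challenge used bursicon conditioned medium at about half maximal strength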
esBAF inh: SWI/SNF esBAF complex inhibition; mouse ES cells, Bmi1-luciferase knock-in reporter, 24 h; 100% = twice the neutral-well signal; reporter increase, % at 12.5 µM; hit rate 2% among 350,000; in the data active means activation above about 40%; inconclusive means no clear call, values can overlap the other calls;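 further: 0% = median of the plate's neutral control wells and 100% = double that signal; a rise in the Bmi1 reporter signal indicates esBAF inhibition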
SIRT5 inh: inhibitors of human sirtuin-5 desuccinylase; Q9NXA8; Purified SirT5, succinyl-peptide AMC, trypsin-coupled fluorescence; inhibition, % at 15 µM; hit rate 1.1% among 330,000; in the data active means inhibition above about 15%; inconclusive means no clear call, values can overlap the other calls
Target sequence (Q9NXA8 whole entry, looked up): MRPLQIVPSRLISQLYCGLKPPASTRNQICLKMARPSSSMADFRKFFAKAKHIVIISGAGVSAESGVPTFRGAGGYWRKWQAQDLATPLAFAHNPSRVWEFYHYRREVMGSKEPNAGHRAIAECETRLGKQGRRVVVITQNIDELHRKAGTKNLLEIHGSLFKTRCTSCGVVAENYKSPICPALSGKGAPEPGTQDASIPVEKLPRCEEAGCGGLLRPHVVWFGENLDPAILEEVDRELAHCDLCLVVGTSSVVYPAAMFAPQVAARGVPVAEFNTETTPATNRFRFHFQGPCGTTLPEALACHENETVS
FN deposition inh: fibronectin deposition inhibition; AH1F fibroblasts, Alexa488-fibronectin deposition fluorescence, overnight; inhibition, % at 12.6 µM; hit rate 0.086% among 350,000; AID 743247;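 active means mean inhibition across replicates of 30% or more, regardless of how many single replicates reach that level; inconclusive means mean under 30% yet at least half of replicates reach 30%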;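 further: positive control wells lacked labelled fibronectin entirely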
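Assay system: AH1F fibroblasts / Quantity: 10000 cells per well / Medium: DMEM plus 2% serum, read in PBS / Reagent: labelled fibronectin 24 nM / Dosing: single dose, pinned / Times: 1 h cell attachment, overnight exposure to compound and label / Signal: fluorescence, ex 485 nm, em 525 nm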
C2C12 statin: suppressors of simvastatin-induced myotoxicity in C2C12 myotubes | ATP luminescence, 48 h; scaled: DMSO 0, geranylgeraniol control 100 | rescue of ATP level, % at 7.49 µM | hit rate 0.78% among 330,000;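 active means mean ATP rescue above about 67%, or every replicate alone reaching that limit, limit read from the data, passing the limit was not always enough; inconclusive means no clear call, values can overlap the other calls; inactive means mean under the limit and some replicate under it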;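 further: myotubes were challenged with 10 µM simvastatin during compound exposure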
Active calls of the source: *. An excerpt, so the mix of outcomes need not match the whole.

For COC(=O)CN1C(=O)C2(C(C(=O)OC)=C(N)Oc3ccccc32)C2=C1CC(C)(C)CC2=O (stereo not given) the results were LGR2 inh 10, esBAF inh 0, FN deposition inh 6 and C2C12 statin -7.
`FC(F)(F)/C(=N\P(=S)(N1CCOCC1)N1CCOCC1)N1CCOCC1` gave Casp6 inh -2, S100A4 inh HTS -3, LGR2 inh -4, esBAF inh -10, SIRT5 inh -1 and C2C12 statin inconclusive.
O=c1[nH]c(=S)[nH]c(O)c1/C=N/N1CCOCC1 was read as Casp6 inh 1, S100A4 inh HTS -3, LGR2 inh -6, SIRT5 inh -1 and FN deposition inh 4.
`CC1CN(c2ccc([N+](=O)[O-])cc2Cl)CCN1` (stereo not given) gave LGR2 inh 1, esBAF inh -1, FN deposition inh -4 and C2C12 statin -2.
Screening COc1nc2ccccc2nc1N1CC1 returned Casp6 inh -1, S100A4 inh HTS -8, LGR2 inh -9, esBAF inh -17, SIRT5 inh -4, FN deposition inh -9 and C2C12 statin 7.
COc1ccccc1-n1c(-c2ccccc2Cl)nc2ccccc2c1=O was read as Casp6 inh 4, S100A4 inh HTS 11, LGR2 inh 22, esBAF inh -2, SIRT5 inh -1, FN deposition inh 2 and C2C12 statin -5.
For O=C(c1cccc(Cl)c1)C1CCCN(Cc2cccc3cnccc23)C1 (stereo not given) the results were Casp6 inh 4, S100A4 inh HTS -4, LGR2 inh 48, esBAF inh -58, SIRT5 inh -5, FN deposition inh -6 and C2C12 statin -27.
For CC(C)CCNC(=O)c1c(N)n(CC2CCCO2)c2nc3ccccc3nc12 (stereo not given) the results were esBAF inh 1, FN deposition inh 2 and C2C12 statin -4.
Screening CC12CCC(=O)C=C1CCC1C2C(O)CC2(C)C(O)CCC12 (stereo not given) returned Casp6 inh -1, S100A4 inh HTS -14, LGR2 inh -24, esBAF inh 6, SIRT5 inh -2 and C2C12 statin 3.
`CC(C)CC#Cc1ccc([C@H]2[C@@H](CO)N3CCCCN(C(=O)Cc4ccccn4)C[C@H]23)cc1` gave Casp6 inh -3, S100A4 inh HTS -2, LGR2 inh -5, esBAF inh 1, SIRT5 inh 6 and C2C12 statin -4.
For COC(=O)C1=Nc2ccccc2/C1=C\c1c(O)n(-c2ccc(OC)cc2)c(=O)[nH]c1=O the results were esBAF inh -4, FN deposition inh -1 and C2C12 statin 9.
O=P1(N(CCCl)CCCl)NCCCO1 (stereo not given) was read as Casp6 inh -11, S100A4 inh HTS 3, LGR2 inh -3, esBAF inh -5, SIRT5 inh 1 and C2C12 statin 8.
`Cn1cc(C(=O)N2CCCCC2)c2ccccc21` gave Casp6 inh -2, S100A4 inh HTS -3, LGR2 inh 19, SIRT5 inh -7 and FN deposition inh -5.
`CN1CCN(CCC(C#N)(c2ccccc2)c2ccccc2)CC1` gave esBAF inh 2, FN deposition inh 3 and C2C12 statin -25.
For Brc1ccccc1CNCCc1ccc2c(c1)OCO2 the results were Casp6 inh 5, S100A4 inh HTS -2, LGR2 inh -27, esBAF inh -7, SIRT5 inh -5, FN deposition inh 3 and C2C12 statin 11.
Screening C[C@]1(O)CCC2C3CC[C@H]4C[C@@H](OC(=O)[C@@H](N)CCCCN)CC[C@]4(C)C3CC[C@@]21C (stereo not given in full) returned Casp6 inh -42, S100A4 inh HTS 4, LGR2 inh 8, esBAF inh -6, SIRT5 inh -1, FN deposition inh -3 and C2C12 statin 1.
Screening C[C@@H]1CN([C@H](C)CO)C(=O)c2c(c3ccccc3n2C)-c2ccccc2CO[C@@H]1CN(C)C(=O)Oc1ccccc1 returned Casp6 inh 1, S100A4 inh HTS -1, LGR2 inh 18, SIRT5 inh 11 and FN deposition inh 2.
`COc1ccc(CN2C(=O)NC(=O)/C(=C\c3cc(OC)c(OC)c(OC)c3)C2=O)cc1` gave Casp6 inh 5, S100A4 inh HTS -8, LGR2 inh 21, SIRT5 inh -1 and FN deposition inh 1.
Screening CC1(C)CC(CCNCc2ccc3c(c2)OCO3)(Cc2ccccc2)CCO1 (stereo not given) returned Casp6 inh -9, S100A4 inh HTS 4, LGR2 inh -9, SIRT5 inh 1 and FN deposition inh 3.
Screening CC(=O)O[C@H]1CCC2C3CC[C@H]4[C@@H](O)[C@H](O)CC[C@]4(C)C3CC[C@@]21C (stereo not given in full) returned Casp6 inh 0, S100A4 inh HTS -1, LGR2 inh 26 and FN deposition inh -2.
`CN1CCC(N(C)c2ncnc3ccc(Br)cc23)CC1` gave LGR2 inh 16, esBAF inh -2 and C2C12 statin 83*.
Screening O=c1[nH]c(=S)n(-c2ccc(F)cc2)c(O)c1/C=N/N1CCOCC1 returned Casp6 inh -2, S100A4 inh HTS -30, LGR2 inh 0, SIRT5 inh -1 and FN deposition inh -3.
`CCCCn1c(O)c(/C=N/NC(=O)c2ccncc2)c(=O)[nH]c1=S` gave Casp6 inh 2, S100A4 inh HTS -77, LGR2 inh 5, SIRT5 inh 1 and FN deposition inh -4.
Screening CC(C)N1C(=O)CCC1C(=O)N1CCC2(CC1)OCCO2 (stereo not given) returned esBAF inh -12, FN deposition inh 4 and C2C12 statin -11.
Screening O=[N+]([O-])c1ccc(O)c([N+](=O)[O-])c1 returned Casp6 inh -1, S100A4 inh HTS -2, LGR2 inh 1, esBAF inh -9, SIRT5 inh -2, FN deposition inh 3 and C2C12 statin -7.
For O=C(O)[C@H]1[C@H](CO)[C@H]2Cn3c(ccc(-c4cccnc4)c3=O)[C@@H]1N2C(=O)Nc1cc(F)ccc1F the results were Casp6 inh -1, S100A4 inh HTS -1, LGR2 inh 9, esBAF inh -1, SIRT5 inh -39, FN deposition inh 13 and C2C12 statin -11.
O=C1NC(=O)C(=CCc2ccccc2)C(=O)N1 was read as Casp6 inh -1, S100A4 inh HTS -6, LGR2 inh -5 and FN deposition inh -8.
Screening Cc1ccc(C(C)C)c(OCC(=O)N2CCN(CC(=O)N3CCOCC3)CC2)c1 returned Casp6 inh -6, S100A4 inh HTS -3, LGR2 inh -17, esBAF inh 0, SIRT5 inh -4, FN deposition inh -5 and C2C12 statin -11.
COC(=O)C1=C(c2ccc(F)cc2OCc2ccccc2)C[C@@H]2CC[C@H]1N2C(=O)NCc1ccc(Br)cc1 was read as Casp6 inh -2, S100A4 inh HTS -2, LGR2 inh 6, esBAF inh 7, FN deposition inh 0 and C2C12 statin 76*.
`C=CCn1c(O)c(C=NCCCn2ccnc2)c(=O)[nH]c1=O` gave Casp6 inh -4, S100A4 inh HTS -1, LGR2 inh 26, SIRT5 inh -1 and FN deposition inh -4.
For O=C(Cn1ncc2ccccc21)N1CCC2(CC1)OCCO2 the results were Casp6 inh 8, S100A4 inh HTS -2, LGR2 inh -30, esBAF inh 1, SIRT5 inh 1 and C2C12 statin 20.
For CC(C)CC1(CCc2ccccc2)C(=O)NC(=O)NC1=O the results were Casp6 inh -4, S100A4 inh HTS 1, LGR2 inh -11, esBAF inh 5, FN deposition inh -7 and C2C12 statin 4.
For O=P(O)(O)CN1CCNCCN(CP(=O)(O)O)CCNCC1 the results were Casp6 inh -48, S100A4 inh HTS 0, LGR2 inh 22 and FN deposition inh 5.
For C[C@]12CCC3C(CCC4=C/C(=N/OCC(=O)NC(CCC(N)=O)C(=O)O)CC[C@@]43C)C1CCC2O (stereo not given in full) the results were Casp6 inh 0, S100A4 inh HTS -2, LGR2 inh -3, esBAF inh -1, SIRT5 inh -1, FN deposition inh 2 and C2C12 statin -7.
For NCCc1ccc(S(=O)(=O)F)cc1 the results were Casp6 inh -1, S100A4 inh HTS -2, LGR2 inh 1, esBAF inh -3, SIRT5 inh 1, FN deposition inh 13 and C2C12 statin 0.
Screening C=C1C(=O)O[C@H]2C[C@@H](C)[C@@H]3C=CC(=O)[C@@]3(C)C[C@H]12 returned Casp6 inh 74*, S100A4 inh HTS 1, LGR2 inh 82* and FN deposition inh -8.
COc1cccc(-c2sc3ccccc3c2-c2ccc(OCCN3CCOCC3)cc2)c1 was read as Casp6 inh -1, S100A4 inh HTS -5, LGR2 inh 5, esBAF inh -6, SIRT5 inh -1, FN deposition inh 1 and C2C12 statin -6.
Screening c1ccc(CCN2CCCCC2)nc1 returned Casp6 inh -5, S100A4 inh HTS 1, LGR2 inh 9, SIRT5 inh -1, FN deposition inh -2 and C2C12 statin 4.
For CC/C(=N\NC(=O)Nc1ccccc1)c1c(O)n(Cc2ccccc2)c(=O)[nH]c1=O the results were Casp6 inh 1, S100A4 inh HTS -3, LGR2 inh -16 and FN deposition inh -5.
For CCCC(C)(COC(N)=O)COC(=O)NC(C)C (stereo not given) the results were Casp6 inh 0, S100A4 inh HTS -6, LGR2 inh -9, esBAF inh 3, SIRT5 inh -1, FN deposition inh -5 and C2C12 statin -2.
`CN1C(=O)C(=Cc2ccccc2OCCOc2ccc([N+](=O)[O-])cc2)C(=O)N(C)C1=O` gave Casp6 inh 7, S100A4 inh HTS 0, LGR2 inh -4 and SIRT5 inh -7.
For CCOC(=O)C1=C(N)Oc2cc(C)oc(=O)c2C12C(=O)N1c3c(cccc32)C(C)CC1(C)C (stereo not given) the results were Casp6 inh 2, S100A4 inh HTS 2 and SIRT5 inh -1.
`O=C1NC(=O)C(Sc2ccccc2[N+](=O)[O-])C(=O)N1` gave Casp6 inh 38*, S100A4 inh HTS -1, LGR2 inh -15, esBAF inh 1, SIRT5 inh -8, FN deposition inh -13 and C2C12 statin 8.
Screening Cc1ccc(N)c(N)c1 returned Casp6 inh -4, S100A4 inh HTS -4, LGR2 inh -1, esBAF inh -22 and C2C12 statin 0.
CC[N+]12CCC(CC1)C(C(O)(c1ccccc1)c1ccccc1)C2 (stereo not given) was read as Casp6 inh -3, S100A4 inh HTS -2, LGR2 inh 13, SIRT5 inh 0 and FN deposition inh 2.
Screening COC(=O)C1=C(c2ccc(F)cc2OCc2ccccc2)C[C@@H]2CC[C@H]1N2C(=O)NCc1ccc([N+](=O)[O-])cc1 returned Casp6 inh -2, S100A4 inh HTS 0, LGR2 inh 13, esBAF inh -16, FN deposition inh 21 and C2C12 statin -200.
For CC(=O)CC(c1ccc2c(c1)OCO2)c1c(O)c2ccccc2oc1=O (stereo not given) the results were Casp6 inh 1, S100A4 inh HTS -3, LGR2 inh -6 and SIRT5 inh 4.
For Cc1ccc(NP(=O)(Oc2ccccc2)Oc2ccccc2)cc1 the results were Casp6 inh -1, S100A4 inh HTS -1, LGR2 inh -4, esBAF inh 11, SIRT5 inh 0, FN deposition inh -3 and C2C12 statin 3.
CN(C)P(=O)(N(C)C)N1CC1 was read as Casp6 inh -17, S100A4 inh HTS 2, LGR2 inh 21, esBAF inh 3, SIRT5 inh 4, FN deposition inh -2 and C2C12 statin 7.
For CS(=O)(=O)c1ccc(C(=O)N2CCC(C(=O)O)(c3ccccc3)CC2)cc1 the results were Casp6 inh -2, S100A4 inh HTS -2, LGR2 inh 20, esBAF inh -7, SIRT5 inh -2, FN deposition inh -6 and C2C12 statin 2.
COc1cccc(-n2c(C)nc3ccccc3c2=O)c1 was read as esBAF inh 2, FN deposition inh 0 and C2C12 statin -7.
